H9c2 TAG inh – triacylglycerol accumulation inhibition | H9c2 cells, Nile Red lipid (TAG) fluorescence; cells loaded with 200 µM oleic acid | inhibition, % at 12.5 µM | hit rate 0.66% among 230,000;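 active = pattern-corrected inhibition of lipid staining of at least 50% with the nuclear-stain viability signal not falling by more than 50%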;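 note: 0% = DMSO wells and 100% = triacsin C control wells; some results filed as inactive read as strong as hits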
H9c2 TAG inh DAPI viability – also measured in H9c2 TAG inh; calls as there; DAPI nuclei signal change (viability), lower = more cytotoxic, %;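 whole-well DAPI fluorescence read on a plate reader as a viability signal; minus 50 percent equals half of cells still viable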
Active calls of the source: *.

Order of values: H9c2 TAG inh	H9c2 TAG inh DAPI viability
> C#CCOCCOCCOCCNc1nc(N2CCN(C(=O)C([C@@H](C)CC)n3cc(C(N)CC(C)C)nn3)CC2)nc(N2CCN(C(=O)[C@H](CCC(=O)O)n3cc(C(N)[C@H](C)CC)nn3)CC2)n1 (some centres not stated)
    0	5
> OCC1(Cc2ccccc2)CCCN(Cc2cnn(-c3ccccc3)c2)C1 (configuration not stated)
    -12	22
> C/C(N)=C(/C#N)C(=O)CSc1nnc(Nc2ccccc2)s1
    23	9
> NNC(=S)Nc1c(Br)cc(F)cc1Br
    -2	5
> CC(C)N(C(=O)c1ccc(C(=O)Nc2ccc([N+](=O)[O-])cc2)cc1)C(C)C
    5	1
> COc1ccccc1CCC(=O)NNC(=O)c1cccs1
    4	0
> COc1ccc(/C=C2\SC(=S)N(CC(=O)OCC(=O)Nc3ccc([N+](=O)[O-])cc3OC)C2=O)cc1
    -3	5
> CCc1nc2ccc(C(=O)NCCOc3ccc(OC)cc3)cn2c1N(C)C(=O)COc1ccccc1
    -5	-1
> COc1cc(N)c(Cl)cc1C(=O)OCC(=O)Nc1cccnc1Cl
    3	4
> COC(=O)c1[nH]nc(C(=O)OC(C)(C)C)c1-c1ccccc1
    -15	5
> c1ccc(N2CCN(c3ncccn3)CC2)cc1
    13	-26
> C[C@@H](OC(=O)c1[nH]cnc1C(=O)NCc1ccc(CNC(=O)OC(C)(C)C)cc1)c1ccccc1
    -18	6
> CCOC(=O)N1CCC(N(CCN(C)C)C(=S)Nc2ccccc2C)CC1
    -7	5
> FC(F)(F)c1cccc(OCc2noc(-c3ccsc3)n2)c1
    12	1
> O=C(NCCN1CCOCC1)C(=O)NCC1OCCN1S(=O)(=O)c1cc(F)ccc1F (configuration not stated)
    -14	-10
> CCCCNc1c(-c2ccc(-c3ccc(C(C)=O)cc3)c(OC)c2)nc2cc(C)ccn12
    58*	41*
> COc1cccc(/C=N/Nc2ncccc2[N+](=O)[O-])c1OC
    12	-12
> CSc1ccccc1NC(=S)NC1CCCC1
    11	-2
> O=C(Nc1ccc(F)cc1F)c1cccc(C(=O)Nc2ccc(F)cc2F)n1
    16	-2
> COC(=O)C(C)(C(=O)OC)c1ccc(C(F)(F)F)cc1[N+](=O)[O-]
    -6	7

Of the compounds above, 2 have a CF3 group.
Order of values: H9c2 TAG inh	H9c2 TAG inh DAPI viability
> FC(F)(F)c1cccc(OCc2noc(-c3ccsc3)n2)c1
    12	1
> COC(=O)C(C)(C(=O)OC)c1ccc(C(F)(F)F)cc1[N+](=O)[O-]
    -6	7

New compounds follow
Order of values: H9c2 TAG inh	H9c2 TAG inh DAPI viability
> CN1CCN(C(=O)C2Cc3c(-c4cccc(F)c4)ccnc3O2)CC1 (configuration not stated)
    -2	10
> Cc1csc(NC(=O)C2CCCN(S(=O)(=O)c3ccc4c(c3)oc(=O)n4C)C2)n1 (configuration not stated)
    -22	6
> COc1ccc(NC(=O)C2(C)CCN2Cc2ccc(SC)cc2)cc1OC (configuration not stated)
    -3	11
> CCOc1ccc(S(=O)(=O)N2CCN(C(=O)C3CC3C)CC2)cc1 (configuration not stated)
    3	-2
> COc1ccc(OC)c(-n2c(-c3ccc(O)cc3O)n[nH]c2=S)c1
    0	3
> O=C(CNC(=O)c1cccc([N+](=O)[O-])c1)NC1CCCc2ccccc21 (configuration not stated)
    -15	1
> CCOc1ccccc1C(=O)NCC(=O)Nc1ccc2c(c1)OCO2
    -2	-6
> Cc1cccc(C(=O)Nc2nnc(S(=O)(=O)N3CCCCCC3)s2)c1
    6	-4
> O=C(COC(=O)c1cc(NS(=O)(=O)c2cccs2)ccc1O)Nc1cc(Cl)ccc1Cl
    -15	20
> COc1ccccc1NC(=O)CN(Cc1ccco1)C(=O)c1ccc(Cl)nc1
    1	-1
> CC(C)c1ccc(NS(=O)(=O)c2ccc3[nH]cc(C(=O)N4CCC(C(N)=O)CC4)c(=O)c3c2)cc1
    -2	-1
> CN(C)c1ccc(CN(C(=O)/C=C/c2ccco2)C2CCS(=O)(=O)C2)cc1 (configuration not stated)
    -4	-3
> Nc1ncc(-c2ccc(-c3ccccc3)cc2F)cc1-c1ccccc1F
    4	41
> O=C(c1ccc(F)cc1)N1CCN(c2cc(=O)[nH]nc2-c2ccccc2)CC1
    -7	4
> CC(=O)c1cc(CN2CCN(CC=C(C)C)C(CCO)C2)cs1 (configuration not stated)
    8	-7
> O=C(c1cccn(Cc2ccc(C(F)(F)F)cc2)c1=O)N1CCOCC1
    6	-12
> COc1ccc2[nH]c(=O)c(CN(C)C(=O)C3CCCCC3)cc2c1
    -14	8
> Cc1c(F)cccc1NC(=O)CSCC(=O)Nc1ccccc1
    -20	11
> CN(C(=O)c1cccc(NC(=O)Cc2cccc([N+](=O)[O-])c2)c1)C1CC1
    -16	-6
> COc1cc2c(cc1OC)[C@@H](NC(=O)C(C)C)[C@H](OCc1ccccc1)C2
    6	5

Compound profiles, from the list above. Order of values: H9c2 TAG inh	H9c2 TAG inh DAPI viability
`CN(C)c1ccc(CN(C(=O)/C=C/c2ccco2)C2CCS(=O)(=O)C2)cc1` (configuration not stated) is listed with -4	-3
`CC(=O)c1cc(CN2CCN(CC=C(C)C)C(CCO)C2)cs1` (configuration not stated) is listed with 8	-7
`O=C(c1ccc(F)cc1)N1CCN(c2cc(=O)[nH]nc2-c2ccccc2)CC1` is listed with -7	4
`O=C(c1cccn(Cc2ccc(C(F)(F)F)cc2)c1=O)N1CCOCC1` is listed with 6	-12

Single values from the list.
O=C(c1cccn(Cc2ccc(C(F)(F)F)cc2)c1=O)N1CCOCC1 in H9c2 TAG inh DAPI viability has -12
CCOC(=O)N1CCC(N(CCN(C)C)C(=S)Nc2ccccc2C)CC1 in H9c2 TAG inh has -7
CCOc1ccc(S(=O)(=O)N2CCN(C(=O)C3CC3C)CC2)cc1 (configuration not stated) in H9c2 TAG inh has 3
NNC(=S)Nc1c(Br)cc(F)cc1Br in H9c2 TAG inh has -2
CC(=O)c1cc(CN2CCN(CC=C(C)C)C(CCO)C2)cs1 (configuration not stated) in H9c2 TAG inh DAPI viability has -7

Additional structures:
Order of values: H9c2 TAG inh	H9c2 TAG inh DAPI viability
> CCn1c(-c2cccnc2Cl)nc2cc(C)c(C)cc21
    -2	9
> COc1cccc(-c2cc(C(=O)NCC3CCCO3)c3cc(C)cc(C)c3n2)c1 (configuration not stated)
    -27	3
> COc1ccc(C(=O)NCCCn2nc(C)cc2C)cc1S(=O)(=O)N1CCOCC1
    -4	4
> COc1ccccc1Cn1c(CO)nc2ccccc21
    -4	8
> O=C(c1cccc(F)c1)N1CCN(C(=O)c2nn3cccnc3c2Cl)CC1
    9	4
> CN(C)c1nc(N)nc(Cn2nnc(-c3ccc(C(F)(F)F)cc3)n2)n1
    -15	5
> Cc1ccccc1N=C1C(=O)Nc2ccccc21
    -4	0
> CC(C(=O)Nc1ccc2c(c1)OCO2)N1CCC(N2CCCCC2)CC1 (configuration not stated)
    -8	8
> COC(=O)c1oc2ccccc2c1-n1cccc1
    3	6
> O=C(NCCNC(=O)c1cc(OCC(F)(F)F)ccc1OCC(F)(F)F)Nc1ccc(OC(F)(F)F)cc1
    18	-1
> Cc1cc(C)cc(NC(=O)CCN2C(=O)c3ccccc3S2(=O)=O)c1
    -16	4
> C[C@@H](CN1C(=O)C(=O)NC[C@@H]1Cc1ccc(O)cc1)NC(=O)Cc1ccccc1
    -12	6
> CCn1c(CSc2nc3ccccc3s2)nc2ccccc21
    -9	2
> COCCN1C(=O)c2[nH]nc(-c3ccccc3O)c2C1c1ccc(OC)cc1 (configuration not stated)
    -1	3
> CC(O)CNC(=O)Cc1cc(=O)[nH]c(=O)[nH]1 (configuration not stated)
    1	4
> COC(=O)c1cccc(-n2c(C)cc(C=O)c2C)c1
    -10	-7
> Cc1c(C(=O)NCC2CC2)sc(=O)n1Cc1cccc(F)c1
    7	2
> Cc1ccnc(SCCn2c(N3CCN(c4ccccc4)CC3)nc3c2c(=O)[nH]c(=O)n3C)n1
    7	-5
> N#Cc1ccc(N2CCN(C(=O)c3cccc(F)c3)CC2)c(F)c1
    -24	9
> CCCN(C(=O)COC(=O)c1nc2nccc(C)n2n1)C1CCS(=O)(=O)C1 (configuration not stated)
    -2	-7
> Cc1ccc(OCCN(C)C(=O)C2CCC(=O)N(Cc3ccccc3F)C2)cc1 (configuration not stated)
    -2	-4
> COC(=O)c1nnn(-c2nonc2N)c1CN1CCc2ccccc21
    14	-5
> COc1cccc(C2c3c(oc4ccccc4c3=O)C(=O)N2CCCN2CCOCC2)c1 (configuration not stated)
    -10	11
> O=C(CCc1ccc(S(=O)(=O)N2CCOCC2)cc1)N1CCN(Cc2ccc3c(c2)OCO3)CC1
    7	6
> Oc1ccccc1-c1n[nH]c(-c2ccccc2O)n1
    14	3
> OCc1nn2c(c1Br)NC(c1ccccc1)CC2C(F)(F)F (configuration not stated)
    -15	-3
> Cn1c(=O)c2c(ncn2CC(=O)Nc2ccc3c(c2)OCO3)n(C)c1=O
    18	2
> OC(CN1CCN(c2cccc(Cl)c2)CC1)C(c1ccccc1)c1ccccc1 (configuration not stated)
    -12	4
> Cc1ccc(NC(=S)NCc2ccc3c(c2)OCO3)c(C)c1
    5	-1
> COc1ccc(N(CC(=O)NC2CCCCC2)C(=O)CNC(=O)c2ccco2)c(OC)c1
    5	-6

(further entries)
molecule	H9c2 TAG inh	H9c2 TAG inh DAPI viability
N#CCCN(C(=O)COC(=O)C1=COCCO1)c1ccc(F)cc1	5	16
COC(=O)c1sccc1NC(=O)CSc1ccccc1NS(=O)(=O)c1ccc(Br)cc1	4	-7
Cc1nc2ccccc2nc(C)c1=NOCc1ccc(C#N)cc1	-8	-11
COc1cc(/C=N/n2nnnc2N)ccc1OCC#N	11	-4
CC(O)[C@H](NC(=O)C1(c2ccccc2)CCN(C(=O)OC(C)(C)C)CC1)C(=O)O (some centres not stated)	4	-3
CC(C)N1C(=S)SC(C)(C)C1n1oc(=O)n(-c2ccc(Cl)c(Cl)c2)c1=O (configuration not stated)	-4	4
CCO[C@H]1c2c(ccc3ccc(=O)oc23)OC(C)(C)[C@@H]1O	-3	6
COC(=O)C(NC(=O)Nc1ccccc1OC)C(C)C (configuration not stated)	6	1
Cc1cc(NCCc2ccc(Cl)cc2)n2ncnc2n1	13	-6
CCN1CCc2c(C#N)c(NCc3ccccc3)nc(N(CC)CC)c2C1	-147	28
CCOc1ccc(/C(O)=C2\C(=O)C(=O)N(c3ccccn3)C2c2ccccc2F)c(C)c1 (configuration not stated)	-22	-2
Cc1ccc(S(=O)(=O)Cn2nnnc2C(C(C)C)N2CCN(c3nc4ccccc4s3)CC2)cc1 (configuration not stated)	-59	-6
O=C(CN1C(=O)C2C3CC(C(Br)C3Br)C2C1=O)N1CCN(Cc2ccccc2)CC1 (configuration not stated)	4	5
O=C(CC(c1ccccc1)c1cc(Br)ccc1O)N1CCCCC1 (configuration not stated)	-33	7
CCOc1ccc2nc(NCCNC(=O)CC)c(C#N)cc2c1	-7	11
O=C(CN1c2ccccc2Sc2ccccc21)NNC(=O)Nc1ccc(Cl)cc1	8	4
CN(C)CCN(C(=O)C1CCCCC1)c1nc2cc3c(cc2s1)OCO3	5	1
O=C(CSc1ncn[nH]1)Nc1ccc(Br)cc1Br	4	-6
Cc1cc(Br)c(S(=O)(=O)NCCN2CCOCC2)cc1C	14	-4
Cc1occc1C(=O)Nc1ccc([N+](=O)[O-])cc1Br	3	4
C[C@@H]1CN([C@H](C)CO)C(=O)Cc2cc(NC(=O)CCC(F)(F)F)ccc2O[C@@H]1CN(C)C(=O)NC1CCCCC1	-9	2
O=c1[nH]c2ccccc2cc1-c1nnn(-c2ccc(F)cc2)n1	3	-12
O=C(C1CCN(S(=O)(=O)c2ccccc2F)CC1)N1CCc2ccccc21	-17	5
CC(C)NC(=O)N(C)C[C@H]1Oc2c(cccc2N(C)C)C(=O)N([C@H](C)CO)C[C@@H]1C	9	4
COC(=O)C1=C(N)Oc2cc(C)n(CC3CCCO3)c(=O)c2C1c1ccccc1OC (configuration not stated)	1	-2
CCOC(=O)c1cc(C(=O)NNC(=O)c2cccc([N+](=O)[O-])c2)c(C)nc1C	9	-5
O=C(COC(=O)CCC(=O)c1cccs1)NCCc1ccccc1	7	1
Cc1ccc(S(=O)(=O)N2CCC(C(=O)NCCc3ccccn3)CC2)cc1	0	-2
Brc1ccc2nc(-c3ccncc3)c(NC3CCCC3)n2c1	-18	1
CCCC(=O)Nc1ccc2c(c1)nc(CCNC(=O)c1ccco1)n2C	-4	-2
COCc1[nH]nc2c1C(c1ccccc1OC)C(C#N)=C(N)O2 (configuration not stated)	13	-1
CCCS(=O)(=O)NC(=O)C1(C)CCCN(C(=O)CCc2cccs2)C1 (configuration not stated)	9	-3
CCC(C)c1ccc(S(=O)(=O)N2CCN(C(C)CC(=O)O)CC2)cc1 (configuration not stated)	-8	0
Cc1nc2nc[nH]n2c(=O)c1NS(=O)(=O)c1ccc([N+](=O)[O-])cc1	-12	3
C/C(CC(=O)Nc1cc(C)ccn1)=N\NC(=O)c1ccccc1C	-6	6
O=S(=O)(NC1CCCCC1)c1ccc(Br)cc1	-3	-12
CCCn1c(C(C)Nc2nc(-c3ccc(C)cc3)cs2)nc2cc(Cl)c(N3CCCCC3)cc21 (configuration not stated)	-18	9
Cc1ccccc1NS(=O)(=O)c1ccc(C(=O)NCC(c2ccco2)N(C)C)cc1 (configuration not stated)	4	2
CC(C)(C)OC(=O)N/N=C/c1ccc(Br)cc1	-6	-5
Cc1ccc(Cc2nc(-c3ccccn3)no2)cc1	-2	-7
CC(C)C[C@@H](CN)NC(=O)c1nc[nH]c1C(=O)N[C@@H](C)C(=O)CNC[C@H](C)NC(=O)c1nc[nH]c1C(=O)N[C@@H](C)C(=O)O	0	4

An excerpt; rates above refer to the full screens.
